EP2 mod: modulators of human EP2 prostaglandin E2 receptor | 260,000 tested, 0.83% active | induction, % at 25 µM | EP2-expressing cells, cAMP HTRF FRET, PGE2 co-stimulation;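 active means compounds whose cAMP rise, as percent of the full-agonist control response, exceeds 60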;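 further: rat C6 glioma line stably carrying human EP2 under a CMV promoter; the protocol text gives 20 µM as final concentration; 100% = response of wells given 1 µM PGE2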
Target sequence (P43116 whole entry, looked up): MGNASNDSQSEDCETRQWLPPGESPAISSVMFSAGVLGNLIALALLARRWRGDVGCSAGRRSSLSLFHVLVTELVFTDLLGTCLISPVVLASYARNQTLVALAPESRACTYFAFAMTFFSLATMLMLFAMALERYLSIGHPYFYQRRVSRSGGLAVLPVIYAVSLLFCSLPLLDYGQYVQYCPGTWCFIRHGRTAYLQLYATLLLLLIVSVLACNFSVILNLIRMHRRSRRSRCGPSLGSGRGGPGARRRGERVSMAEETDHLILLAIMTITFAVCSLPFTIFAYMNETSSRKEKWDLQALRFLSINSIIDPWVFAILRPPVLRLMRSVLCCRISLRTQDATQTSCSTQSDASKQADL
PGE2 EP2 inh: blocks the human prostaglandin E2 receptor EP2; 260,000 tested, 0.52% active; P43116; inhibition, % at 25 µM; C6 glioma cells expressing human EP2, cAMP TR-FRET; cells stimulated with saturating PGE2;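 active means percent inhibition above 40 after rounding to a whole number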;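 further: rat C6 glioma host cells with rolipram phosphodiesterase inhibitor present; the protocol text gives 20 µM as final concentration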
RBBP9 inh: inhibitors of human serine hydrolase RBBP9; AID 1515; 220,000 tested, 0.2% active; inhibition, % at 7.94 µM; recombinant RBBP9, FP-Rh probe fluorescence polarization; O75884;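 active means inhibition above the campaign mean of all tested compounds plus 3 SD, cut at about 14% in these data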;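 further: plate controls were DMSO wells with RBBP9 for no effect and wells lacking RBBP9 protein for full effect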
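Test system: recombinant human RBBP9; Timing: 30 min then 45 min, 25 °C; Detection: fluorescence polarization; Control set: RBBP9 with DMSO as uninhibited control, no-protein wells as full inhibition; Compound dosing: one concentration, 7.94 µM nominal, 0.794% DMSO; Probe or stimulus: FP-Rh activity-based probe, 375 nM before mixing.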
L929 necroptosis: blocks zVAD induced death of L929 cells; L929 zVAD necroptosis rescue, ATP luminescence, 24 h; with zVAD 60 µM; 220,000 tested, 0.38% active; viability rescue, % at 10 µM; AID 1377;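 active means activation, scaled between plate controls, above about 75%, limit read from the data; inactive means activation under that limit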;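 further: 0% = zVAD with DMSO and 100% = DMSO alone without zVAD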
TNF death inh: inhibitors of TNF-alpha induced necroptosis in Jurkat FADD-/- cells | 220,000 tested, 0.068% active | AID 463075 | Jurkat FADD-/- TNF necroptosis rescue, ATP luminescence, 24 h; 0 = TNF only, 100 = no-TNF cells | activation (protection from cell death), % at 10 µM;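 active means activation, meaning protection from cell death, of at least 50% relative to plate controls; inactive means activation below 50%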;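 further: necroptosis triggered by 40 ng/mL TNF-alpha added together with compound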
Runt-SMMHC FRET: blocks binding of human RUNX1 Runt domain to CBFb-SMMHC | Cerulean-Runt/Venus-CBFb-SMMHC FRET ratio 530/480, 1 h | 220,000 tested, 0.74% active | inhibition, % at 20 µM | Q01196+Q13951 | AID 1434;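 active means mean inhibition across duplicate retests at 20 µM reaching about 50%, limit read from the data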;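 further: 0% = DMSO wells and 100% = wells with excess untagged CBFb-SMMHC; inhibitors lower the FRET ratio by blocking Runt binding to CBFb-SMMHC; some results filed as inactive read as strong as hits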
Target sequence (Q01196 whole entry, looked up, the tested form may be a part): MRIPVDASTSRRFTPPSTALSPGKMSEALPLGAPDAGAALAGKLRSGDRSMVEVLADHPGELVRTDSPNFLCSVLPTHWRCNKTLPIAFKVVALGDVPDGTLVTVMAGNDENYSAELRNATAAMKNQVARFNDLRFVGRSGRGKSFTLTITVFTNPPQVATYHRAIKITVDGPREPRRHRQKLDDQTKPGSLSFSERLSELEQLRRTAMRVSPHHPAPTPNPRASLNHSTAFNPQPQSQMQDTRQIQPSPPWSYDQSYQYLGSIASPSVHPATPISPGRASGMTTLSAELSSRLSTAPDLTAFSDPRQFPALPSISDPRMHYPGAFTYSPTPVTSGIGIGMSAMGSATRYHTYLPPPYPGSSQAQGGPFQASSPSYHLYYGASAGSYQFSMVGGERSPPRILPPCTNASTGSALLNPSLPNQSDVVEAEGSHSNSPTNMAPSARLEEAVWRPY
Target sequence (Q13951 whole entry, looked up, the tested form may be a part): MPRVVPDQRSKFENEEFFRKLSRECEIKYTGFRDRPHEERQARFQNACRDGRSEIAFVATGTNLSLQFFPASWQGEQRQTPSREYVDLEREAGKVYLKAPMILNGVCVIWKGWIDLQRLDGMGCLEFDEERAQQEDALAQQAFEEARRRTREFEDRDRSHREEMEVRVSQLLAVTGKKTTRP
Runt-CBFb FRET: inhibitors of human RUNX1 Runt domain binding to CBFb | 220,000 tested, 0.46% active | Q01196+Q13951 | inhibition, % at 20 µM | Cerulean-Runt/Venus-CBFb FRET ratio 530/480, 1 h | AID 1496;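 active means inhibition over about 50% at 20 µM in the single-dose screen, limit read from the data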;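 further: 0% = DMSO wells and 100% = excess unlabeled CBFb competitor control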
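Doses: 20 µM compound in 1% DMSO | Material: Cerulean-labeled Runt domain protein | Amount: Each fluorescent fusion protein 100 nM | Schedule: Two 1 h room-temperature incubations shielded from light | Measured by: FRET fluorescence | Evaluation: Loss of energy transfer signal | Controls: Unlabeled CBFb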
Hck-Nef inh: inhibitors of human Hck kinase activated by Nef. P08631. inhibition, % at 20 µM. Recombinant Hck-YEEI plus Nef, Z-Lyte FRET kinase assay. 220,000 tested, 0.68% active;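 active means Hck-Nef kinase inhibition above about 50%, limit read from the data; inactive means inhibition below that limit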;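 further: 0% = DMSO with Hck plus Nef and 100% = Hck alone without Nef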
PERK inhibitor: blocks human PERK kinase; Q9NZJ5; CHO PERK-DD fusion, SEAP luminescence translation reporter; inhibition, % at 5.6 µM; 220,000 tested, 0.17% active;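 active means inhibition above the mean inhibition of all tested compounds plus 3 SD, set separately per screening campaign, cut at about 2.9% in these data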;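 further: PERK kinase domain activated by AP20187 dimerizer at 100 nM; 0% = DMSO with dimerizer and 100% = rapamycin at 8.4 µM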
Starred values were filed as active, the others as inactive; & = joins results of further samples.

Each structure is followed by: EP2 mod	PGE2 EP2 inh	RBBP9 inh	L929 necroptosis	TNF death inh	Runt-SMMHC FRET	Runt-CBFb FRET	Hck-Nef inh	PERK inhibitor
CCC(Sc1nc2c(cnn2-c2ccc(Cl)cc2)c(=O)[nH]1)C(=O)OC (stereo not drawn)
→ -23	7	-5	4.5	0.0	0	3	-3	2.0
COc1ccccc1-c1nc(C#N)c(N2CCC(Cc3ccccc3)CC2)o1
→ -25	14	-2	0.0	-0.3	-8	0	1	0.8
O=C(NCc1ccco1)/C(=C/c1ccco1)NC(=O)c1ccc(Br)o1
→ 34	15	-13	0.0	1.1	-6	6	2	0.3
COc1ccc(-n2c(C)nc(N)c2C(=O)c2ccccc2)cc1
→ 14	12	-11	0.9	0.5	-2	3	13	-0.5
O=C(CCCn1c(=S)[nH]c2ccc(Br)cc2c1=O)NCC1CCCO1 (stereo not drawn)
→ -9	7	-2	-0.6	-2.1	4	-2	0	-1.6
O=C(COc1ccccc1)Nc1ccc(CN2CCCCC2)cc1
→ -3	3	14	0.3	-0.2	2	0	16	0.2
CCOC(=O)C(=O)Nc1cc(C)nn1-c1nc2ccccc2[nH]1
→ -1	12	-6	2.4	1.6	-5	-1	5	0.5
Cc1cccc(NC(=O)C2(c3ccccc3)CCOCC2)c1
→ -9	5	-1	0.4	1.2	-2	0	-1	0.2
COc1ccc(N=CC=C2OC(C)(C)C(C)(C)O2)cc1OC
→ 2	8	-7	0.0	1.4	-4	4	15	-2.5
CN(C)C(=O)CSc1nc2ccc(N3C(=O)c4ccccc4C3=O)cc2s1
→ -20	9	3	0.5	2.9	-2	-2	-3	-0.1
CC1CC(C)CN(C(=O)c2cc(-c3ccccn3)nc3ccccc23)C1 (stereo not drawn)
→ 12	6	-4	-0.7	-1.0	1	0	2	-1.1
CCOc1ccc(NC(=O)/C=C/c2ccccc2)c([N+](=O)[O-])c1
→ 4	8	3	2.2	-3.4	-26	-12	1	0.5
CCCN1C(=O)/C(=C/c2ccc(C)s2)SC1=Nc1ccc(OC)cc1
→ 13	9	-4	-0.1	-1.4	-1	-4	0	0.9
CC(Nc1ccccc1)C(=O)Nc1ccc(F)cc1 (stereo not drawn)
→ 15	5	-5	0.2	2.7	-3	-1	0	0.3
CC1CC(OCC(O)CN2CCOCC2)CC(C)(C)C1 (stereo not drawn)
→ 14	4	-4	-0.1	0.8	0	-2	1	0.7
COc1ccc(Cl)cc1C(=O)NC(C)C
→ 30	6	6	5.5	0.9	-2	-1	22	0.7
C(=N\NC1=Nc2cccc3cccc1c23)/c1cccnc1
→ -30	13	-15	72	-5.2	-51	-19	34	-0.5
CN(c1ccccc1)c1nc(N)c([N+](=O)[O-])c(NCc2ccco2)n1
→ 54	1	-6	0.8	-2.4	4	-1	4	-0.4
CN(C)S(=O)(=O)c1cccc(NC(=O)CCc2c[nH]c3ccccc23)c1
→ -50	3	-12	6.7	0.9	1	1	19	0.0
CCOCCCNC(=O)C(c1ccc(OC)cc1)N(Cc1ccc2c(c1)OCO2)C(=O)CNC(C)=O (stereo not drawn)
→ 22	12	-8	0.0	-0.8	2	0	-1	0.8
CCC(c1nnnn1C(C)(C)CC)N(CCCO)Cc1cc2cc(C)cc(C)c2[nH]c1=O (stereo not drawn)
→ -4&-17	6&14	-2	-0.8	-0.7	-15	3	17	-0.2
Cc1ccc(NC(=O)C2CCCCC2C(=O)O)cc1Cl (stereo not drawn)
→ -7	5	-3	-1.0	-0.1	-3	1	13	0.4
COc1ccc(CNc2ncnc(N)n2)cc1
→ -12	13	-3	-0.3	-0.2	-1	-1	-16	1.0
Cc1nonc1C1CCCN1Cc1cn[nH]c1-c1ccc(-c2ccccc2)cc1 (stereo not drawn)
→ 16	3	-6	9.2	1.0	1	1	7	0.3
CCn1c(=O)c(C(=O)NCCNCCO)c(O)c2ccccc21
→ 3&-25	3&9	0	-0.1	1.7	2	0	-1	-0.8
CCCSc1cc(=O)n(-c2ccccc2)nc1C(=O)O
→ 37	10	0	3.3	0.3	-2	0	-18	1.4
CC(=O)c1cc(-c2ccccc2)n(CC(=O)NC2CCCC2)c1C
→ 6	5	-3	1.4	0.1	-3	0	1	1.1
COc1ccc(S(=O)(=O)Nc2ccccc2SC)cc1C
→ 37	5	-9	-0.2	-2.8	5	1	10	0.5
CCc1c(C(=O)Nc2ccc(S(=O)(=O)N3CCOCC3)cc2)csc1C
→ -2	10	-8	0.3	3.1	-5	1	11	-0.2
CCOC(=O)c1cnc2c(c(C3CC3)nn2C)c1N1CCOCC1
→ -15	12	-7	-0.8	1.8	2	3	4	-1.3
Cc1cc(/C=N/NC(=O)c2cccnc2)c(C)n1CC(C)C
→ 11	6	-2	0.5	-0.5	-3	0	4	1.3
CCOc1ccc(NC(=S)N2CCN(CCN3C(=O)c4cccc5cccc(c45)C3=O)CC2)cc1
→ -39	10	3	0.8	-1.0	1	-3	28	0.9
CC(C(=O)Nc1cccc([N+](=O)[O-])c1)N(c1ccccc1)S(C)(=O)=O (stereo not drawn)
→ -28	3	2	0.2	0.3	3	0	-5	1.5
Cc1ccc(CNC(=O)COC(=O)c2ccc(S(=O)(=O)N3CCCC3)cc2)cc1
→ 10	5	-7	0.5	0.8	-5	-3	8	0.6
O=C(O)CCCC(=O)Nc1ccccc1C(=O)O
→ 33	5	3	0.1	-2.0	0	-2	1	2.0
COC(=O)CNC(=O)c1ccccc1F
→ 24	4	-2	0.2	0.5	-2	0	1	0.0
CCOc1ccc2nc(Nc3nc4ccc(NC(C)=O)cc4s3)sc2c1
→ -76	5	-12	1.2	3.7	-44	-20	6	-0.8
CNC(=S)NNC(=O)Cc1ccc(O)cc1
→ 22	6	-1	0.9	1.2	-3	1	2	0.0
c1ccc(CSc2ncnc3ccccc23)cc1
→ 40	8	6	0.8	0.3	-4	-2	0	2.6
CCOc1cc(/C=N/NC(=O)CNc2cccc(C)c2)ccc1OC(=O)c1ccccc1
→ 24	12	-5	0.7	-0.8	-3	-2	1	0.1
COc1cccc(-n2c(COc3ccccc3C)nnc2SCC(=O)O)c1
→ 26&20	1&4	-5	-0.3	-2.0	3	-2	1	1.0
CC(C)(C)Cc1nnc(NS(=O)(=O)Cc2ccccc2)s1
→ 11	5	-2	0.2	-2.9	-4	0	1	1.3
CCc1nnc(SCC(=O)NC2CCCC2)nc1CC
→ -4	4	-14	-0.3	0.8	-1	3	9	-0.1
Cc1ccc(C2CC(c3ccc(F)cc3)Nc3nc(N)nn32)cc1 (stereo not drawn)
→ -5	7	-4	-1.2	1.0	1	-1	-1	0.9
COc1ccc(C(=O)N(CN2CCCC2=O)c2ccccc2OC)cc1OC
→ 15	3	-11	-0.2	-0.2	0	2	0	-1.3
Cc1nn(CC2CC2)c(=O)n1N(C)c1ncc(C(F)(F)F)cc1Cl
→ -15	12	0	2.7	-0.4	2	-1	2	1.3
CC1CC1C(=O)OCC(=O)NCc1ccccc1Cl (stereo not drawn)
→ 2	7	3	0.2	6.5	-2	-1	2	0.1
CC(=O)Nc1ccc(S(=O)(=O)Oc2ccc(N3C(=O)C4CCCCC4C3=O)cc2)cc1 (stereo not drawn)
→ -21	5	-12	0.1	-4.7	4	0	0	0.5
Cc1cc(Br)ccc1OCCCCNCCO
→ -17	3	-2	0.5	-5.9	1	1	3	1.4
CC(C)Sc1nc(N2CCCC2)c2c(c1C#N)CC(C)(C)OC2
→ 63*	16	-6	5.6	0.6	9	-3	-1	-0.7
Cc1ccc(C(=O)N/N=C\c2ccc[nH]2)cn1
→ 25	20	4	-0.1	-2.3	-6	-2	1	0.7
Cc1cc(/C=C(\C#N)C(=O)NCc2ccco2)c(C)n1-c1cccnc1
→ -21	6	-7	-0.2	-1.1	-1	-2	25	-1.9
COc1cc(S(=O)(=O)N2CCOCC2)ccc1NC(=O)COC(=O)CC12CC3CC(CC(C3)C1)C2
→ 22	6	-5	-0.4	-0.5	-5	-28	2	-0.9
COc1ccc(/C=C(/C#N)C(=O)Nc2ccc(C)cc2C)cc1C(=O)O
→ -3	7	4	-0.1	-2.7	-2	2	2	0.3
Cc1nc(SCC(=O)c2cc3ccccc3oc2=O)c(C#N)c(C)c1C(=O)Nc1ccccc1
→ -29	8	-5	0.3	-3.1	16	9	3	0.9
O=c1c(-c2ccccc2)coc2c(CN3CCCC3)c(O)ccc12
→ 22	11	-1	-0.3	0.3	-2	-2	2	0.0
Cc1cc(F)c(F)c(C(=O)N2C(C)CCCC2C)c1Cl (stereo not drawn)
→ 52	3	2	-0.4	-0.7	4	0	-1	-0.5
C1=C(C(c2nnnn2C2CCCCC2)N2CCCCC2)COc2ccccc21 (stereo not drawn)
→ 22&-20	9&8	-6	-0.1	-2.6	0	0	1	0.9
O=C(Nc1ccc(C(F)(F)F)cc1-c1ccccc1)c1ccccc1
→ 3	7	1	-0.4	0.5	-2	-2	4	1.8
C[C@@H](C(=O)NCc1ccccn1)[C@H]1C[C@]1(C)[C@H](NC(=O)OCc1ccccc1)c1ccccc1
→ 29	7	-5	-0.4	-3.6	-1	-4	-6	0.0

Ordered by SMILES length (high to low): some entries from above.
Each structure is followed by: EP2 mod	PGE2 EP2 inh	RBBP9 inh	L929 necroptosis	TNF death inh	Runt-SMMHC FRET	Runt-CBFb FRET	Hck-Nef inh	PERK inhibitor
O=C(Nc1ccc(C(F)(F)F)cc1-c1ccccc1)c1ccccc1
→ 3	7	1	-0.4	0.5	-2	-2	4	1.8
CC1CC1C(=O)OCC(=O)NCc1ccccc1Cl (stereo not drawn)
→ 2	7	3	0.2	6.5	-2	-1	2	0.1
Cc1cc(Br)ccc1OCCCCNCCO
→ -17	3	-2	0.5	-5.9	1	1	3	1.4

Next structures follow:
Each structure is followed by: EP2 mod	PGE2 EP2 inh	RBBP9 inh	L929 necroptosis	TNF death inh	Runt-SMMHC FRET	Runt-CBFb FRET	Hck-Nef inh	PERK inhibitor
COc1c(O)ccc(/C=N/NC(=O)c2ccc3c(c2)OCCO3)c1[N+](=O)[O-]
→ -26	15	-3	0.1	-2.3	2	-2	10	0.7
C/C(Cl)=C\Cn1c(N2CCCC2)nc2c1c(=O)[nH]c(=O)n2C
→ 10	-1	-8	-0.3	-2.3	2	-4	-1	0.0
COCCCNc1nc2ccccc2nc1NS(=O)(=O)c1cccs1
→ 29	16	3	0.0	0.2	3	1	1	-0.2
Cc1nc2c(C#N)cnn2c2c1CCNN2C
→ 4	4	-6	6.3	-1.0	-2	6	11	-0.1
Cc1cc(OCc2nc3ccccc3s2)ccc1N
→ -46	5	-6	-0.7	-8.2	-3	20	-27	0.3
COc1cc2c3nnc(-c4ccc(F)cc4)c-3cn(Cc3cccc(C)c3)c2cc1OC
→ -10	16	-9	1.0	-12	-13	-26	-1	-1.1
COCCCn1c(SCC(=O)Nc2ccc(NC(=O)c3ccco3)c(OC)c2)nc2ccccc2c1=O
→ 26	10	-4	1.0	-1.1	-6	-2	24	0.0
Cc1ccc(S(=O)(=O)N2CCC(C(=O)NNC(=O)C3CC3)CC2)cc1Cl
→ -10&31	6&5	-9	0.4	0.0	2	-2	19	0.1

Compound activity: PubChem, several laboratories

This is a subset; count on the stated rates, not on these rows.
